Polio RdRp inh: inhibitors of poliovirus RNA polymerase binding and polymerization; 150,000 tested, 0.66% active; % elongation, % (compound at 16.7 µg/mL); poliovirus polymerase elongation, fluorescence polarization; stronger effect = lower value; P03300; in the data active = % elongation below about 90%; also: some results filed as inactive read as strong as hits
Target sequence (P03300 1749-2209 limits assumed): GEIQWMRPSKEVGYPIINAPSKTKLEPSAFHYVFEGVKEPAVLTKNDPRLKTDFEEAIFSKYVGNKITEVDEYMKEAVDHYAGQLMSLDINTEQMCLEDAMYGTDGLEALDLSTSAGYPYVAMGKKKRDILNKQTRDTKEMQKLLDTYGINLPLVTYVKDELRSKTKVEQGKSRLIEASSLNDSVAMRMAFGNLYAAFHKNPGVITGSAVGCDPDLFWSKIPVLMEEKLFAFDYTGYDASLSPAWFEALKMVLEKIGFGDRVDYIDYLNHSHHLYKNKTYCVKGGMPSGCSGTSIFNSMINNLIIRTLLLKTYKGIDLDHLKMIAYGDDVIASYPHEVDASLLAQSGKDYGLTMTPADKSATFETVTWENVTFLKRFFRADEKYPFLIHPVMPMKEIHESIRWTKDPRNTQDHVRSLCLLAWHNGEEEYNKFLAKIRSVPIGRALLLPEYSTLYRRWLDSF
Polio RdRp inh FP z-score: second read-out of Polio RdRp inh, no call of its own (marks repeat the call); z-score; measured here: FP z-score; hits read low
An asterisk follows results filed as active.

nr	Molecule	Polio RdRp inh	Polio RdRp inh FP z-score
1	O=C(CCCn1nc(-c2ccccc2)c2ccccc21)NCc1ccco1	103	-0.1
2	Cc1ccc(-c2nc3cc(NC(=O)c4cc5ccccc5o4)ccc3o2)cc1Cl	106	0.2
3	Cn1c(C(=O)N2CCCC2)cc2c(=O)n3ccccc3nc21	99	-0.8
4	CCOC(=O)C1CCN(C(=O)CSc2n[nH]c(-c3ccc(OC)cc3)n2)CC1	110	0.5
5	NC(=O)c1ccccc1OC(C(=O)N1CCCC1)c1ccccc1 (stereo unspecified)	102	0.1
6	CCc1nc2cccnc2n1CCNC(=O)NC1CCCCC1	90	-2.5
7	NC(=S)CS(=O)(=O)c1ccccn1	104	0.1
8	Cc1c(OCC(=O)N(C)c2ccccc2)ccc2c3c(c(=O)oc12)CCC3	102	0.2
9	CC1(C)NC(=O)C(C#N)=C(SCc2ccccc2)S1	101	0.2
10	CCc1oc2ccccc2c1C#N	105	0.5
11	CCc1cc2c(NC3CCCCC3)ncnc2s1	99	-0.3
12	Cc1cc(C)c(C2=NON3N(C(=O)c4cccs4)c4ccccc4N23)c(C)c1	102	0.1
13	CN(C)c1cccc(C(=O)Nc2ccc(Br)cc2)c1	103	1.4
14	CCS(=O)(=O)c1nc(S(=O)(=O)c2ccc(Cl)cc2)c(NCc2ccc(OC)cc2)s1	104	0.7
15	COC1(C(=O)NN)COc2ccccc2O1 (stereo unspecified)	102	0.1
16	Cc1cc(OC(=O)c2cc(-c3ccc4c(c3)OCCO4)on2)ccc1Cl	-17*	-9.1*
17	CCOC(=O)CC1=Nn2c(nnc2-c2ccc(Cl)cc2)SC1	93	-1.3
18	CCN(CC)c1ccc(C(=O)O)cc1	103	0.4
19	CCOc1ccc(C(=O)NCC(=O)N2CCC(C)CC2)cc1OCC	105	0.3
20	Cc1cc(C)nc(SCC(=O)N/N=C2\CCc3ccccc32)n1	99	-0.6
21	C(=C\c1ccccc1)/CSc1ncnc2ccccc12	105	1.5
22	Cc1cccc(CCNC(=O)c2ccc3c(=O)n(Cc4ccc5c(c4)OCO5)c(=O)[nH]c3c2)c1	99	-0.8
23	NNC(=O)Cc1csc(-c2ccc(F)cc2)n1	100	-0.4
24	COc1ccc(-c2cc3c(n2Cc2ccc(F)cc2)CC(C)(C)CC3=O)cc1	104	1
25	O=C(CCc1nc(-c2ccccc2)no1)Nc1cccnc1	102	0.1
26	Cn1c(-c2ccc(Cl)cc2)cs/c1=N\C(=S)NCCc1ccccc1	102	-0.3
27	CCOC(=O)CCc1nn(C)c(=O)c2ccccc12	104	0.6
28	CC(C)(C)NC(=O)c1ccc(C(=O)O)s1	101	0
29	COC(=O)CC1SC(=O)NC1=Nc1ccc(OC)cc1 (stereo unspecified)	102	0.5
30	CCCNC(=O)c1ccc(NC(C)=O)cc1	107	0.5
31	CCOc1ccccc1NC(=O)CCN1CCN(S(=O)(=O)c2ccc(Br)cc2)CC1	100	-0.4
32	O=C(CSc1nnc(-c2ccco2)n1Cc1ccccc1)NC1CCCc2ccccc21 (stereo unspecified)	111	1.1
33	COc1ccc(NC(=O)c2ccco2)cc1NC(=O)c1ccccc1[N+](=O)[O-]	103	-0.1
34	Cc1onc(-c2c(F)cccc2Cl)c1C(=O)N=C(N)N1CCOCC1	99	-0.7
35	CCC(CC)NC(=O)CCc1c(C)nc2nc(N)nn2c1C	100	-0.6
36	CCN(C(=O)c1nn(-c2ccc(C)cc2)c(=O)c2c1c1ccccc1n2C)c1ccc(F)cc1	107	-0.2
37	CCc1c(C)nc2ncnn2c1N1CCC(C(=O)Nc2ccccc2)CC1	102	0.2
38	Cc1ccc(S(=O)(=O)N(Cc2nc(-c3cccc(C)c3)no2)C2CCCCC2)cc1	106	-0.3
39	Cc1ccccc1Cn1c(=O)n(CC2CCC(C(=O)N3CCC(C)CC3)CC2)c(=O)c2sccc21 (stereo unspecified)	103	-0.7
40	Cc1sc2ncn(CC(=O)N3CCN(c4cccc(Cl)c4)CC3)c(=O)c2c1S(=O)(=O)N1CCN(c2ncccn2)CC1	106	0.4
41	CC1(CC(=O)N/N=C/c2ccc(Br)o2)SCCS1	103	0.2
42	CCc1ccc(Nc2nc3c(S(=O)(=O)c4cccc(Cl)c4)nnn3c3ccsc23)cc1	108	0.3
43	O=C(CSc1ccc2nnc(-c3ccncc3)n2n1)N1CCCC1	100	-0.4
44	CC(c1ccccc1F)n1cc(C(=O)NC2CCCC2)nn1 (stereo unspecified)	100	0
45	C#CCN1C(=O)S/C(=C/c2cc(OC)c(OCC(=O)O)cc2Br)C1=O	99	-0.2
46	c1ccc(-n2nnnc2Sc2nnc(C3COc4ccccc4O3)n2-c2ccccc2)cc1 (stereo unspecified)	101	-0.2
47	O=c1[nH]c(CN2CCCC2)nc2scc(-c3ccccc3)c12	106	0.4
48	O=C(NCc1cn2ccsc2n1)C(F)(F)F	103	0.1
49	O=C1c2ccccc2C(=O)N1CCSC1=NN2CCS(=O)(=O)N=C2S1	84*	-2.4*
50	O=S(=O)(c1ccc(Br)cc1)c1nnn2c1nc(Nc1cccc(C(F)(F)F)c1)c1sccc12	100	-0.7
51	O=C1COc2cc(S(=O)(=O)CCC(=O)N3CCN(c4ccccc4)CC3)c(Cl)cc2N1	102	-0.9
52	CC1=C(C(=O)c2ccccc2)C(c2ccc(C)o2)n2c(nc3ccccc32)N1 (stereo unspecified)	98	-1
53	CC(C(=O)NCc1ccc2c(c1)OCO2)n1ncc(Cl)c(Cl)c1=O (stereo unspecified)	102	-0.3
54	O=C(Nc1ccccc1NC(=O)c1ccc(Br)o1)c1ccc(Br)o1	103	0.7
55	CC(Sc1nc2ccc(Br)cc2[nH]1)C(=O)O (stereo unspecified)	99	-0.6
56	CCOc1cc(C(=O)Nc2ccc(-c3nc4cc(Cl)ccc4o3)cc2)cc(OCC)c1OCC	101	-0.3
57	Cc1ccc(Nc2c(-c3ccc(C)cc3)nc3ccc(C)cn23)cc1	113	1.3
58	O=C(Nc1cccnc1Cl)c1cc(-c2cccc(Cl)c2)on1	108	0.7
59	Cc1cc(C)c(-c2n[nH]c3c2C(c2ccccc2F)N(Cc2ccco2)C3=O)c(O)c1 (stereo unspecified)	105	-0.7
60	CC(C)(C)C(=O)CN1CCN(c2ccccc2O)CC1	100	-0.6

Quoted at random: 2 records from the list
nr	Molecule	Polio RdRp inh	Polio RdRp inh FP z-score
49	O=C1c2ccccc2C(=O)N1CCSC1=NN2CCS(=O)(=O)N=C2S1	84*	-2.4*
48	O=C(NCc1cn2ccsc2n1)C(F)(F)F	103	0.1

Next part.
nr	Molecule	Polio RdRp inh	Polio RdRp inh FP z-score
61	Nc1ccccc1C(=O)NCc1ccco1	104	0.8
62	Cc1ccc(-c2cc(C(F)(F)F)c(C#N)c(SCC(=O)Nc3ccccc3F)n2)cc1	107	0.6
63	Cc1ccc(NC(=O)Nc2c(C)noc2-c2ccc(C(F)(F)F)cc2)cc1	100	-0.3
64	CCCc1cc(=O)[nH]c(SCC(=O)c2ccccc2OC)n1	98	-0.3
65	CCOC(=O)c1c(C)oc2ncnc(N(C)Cc3ccccc3)c12	100	-0.5
66	NC1CCCc2ccccc21 (stereo unspecified)	99	-0.5
67	O=C(c1cc2ccccc2oc1=O)N1CCSC1c1ccco1 (stereo unspecified)	99	-0.8
68	CC1(C)Oc2ccc(N)cc2O1	102	0.1
69	O=c1cc(O)nc2c(Cl)cc(C(F)(F)F)cn12	103	0.2
70	CC(C)(C)c1ccc(N=Cc2ccsc2)cc1	104	0.8
71	CCCCN(CC)CCNC(=O)C1CCCN(S(=O)(=O)c2cccc3nsnc23)C1 (stereo unspecified)	115	2
72	CCOC(=O)c1ccc2[nH]c3c(c2c1)CCCCC3=O	101	0
73	O=C(OC(C(=O)c1ccccc1)c1ccccc1)c1ccco1 (stereo unspecified)	104	0
74	CCC1CCCCN1C(=O)CN1C(=O)c2ccccc2C1=O (stereo unspecified)	101	-0.2
75	COC(=O)COc1cc(C)nc(SC)n1	104	0.6

Look-ups from the list.
Under Polio RdRp inh, #65 has the entry 100
Under Polio RdRp inh, #32 has the entry 111
Under Polio RdRp inh, #23 has the entry 100

Some of the entries above, reformatted:
Second line of a record: Polio RdRp inh	Polio RdRp inh FP z-score
69) O=c1cc(O)nc2c(Cl)cc(C(F)(F)F)cn12
  103	0.2
70) CC(C)(C)c1ccc(N=Cc2ccsc2)cc1
  104	0.8

Following part:
nr	Molecule	Polio RdRp inh	Polio RdRp inh FP z-score
76	N#Cc1sc2nc(-c3ccncc3)cc(C(F)(F)F)c2c1N	109	0.6
77	CC(C)NC(=O)Cc1ccc(Br)cc1	103	0.4
78	FC(F)(F)c1ccc(CN2CCCCCCC2)cc1	100	0.1
79	O=C1Nc2ccccc2S/C1=C\c1ccccc1	101	0
80	COc1ccc(CCNC(=O)C(=O)NCC(c2ccco2)S(=O)(=O)c2ccc(C)cc2)cc1 (stereo unspecified)	112	1
81	CCOC(=O)c1c(NC(=O)c2ccc(S(=O)(=O)N(CC)CC)cc2)sc2c1CCCCC2	102	-0.2
82	CCOc1ccccc1CNC(=O)Cn1nc(N2CCN(c3ccccc3)CC2)ccc1=O	107	0
83	Cc1ccccc1N1C(=O)Cc2ccccc2C1=O	48*	-4.3*
84	CC1CCCCN1C(=O)C1CCCN(S(=O)(=O)c2ccccc2)C1 (stereo unspecified)	103	0.3
85	CCC#CCN(c1ccccc1)c1ccccc1	103	0.6
86	O=C(NCc1cccc(Cl)c1)c1ccc2c(Cl)c3c(nc2c1)CCCC3	108	0.5
87	CC(=O)NN=C1CCC(=NNC(C)=O)CC1	101	0.3
88	Cc1cccc(NC(=O)CN2C(=O)c3cccnc3Oc3ccc(Cl)cc32)c1C	110	0.9
89	Cn1nc(C(=O)N2CCN(S(=O)(=O)c3ccccc3)CC2)c2ccccc2c1=O	104	-0.1
90	CCN(CC)S(=O)(=O)c1cccc(-c2nnc(SCC#N)n2Cc2ccccc2)c1	104	0.2

Molecules shown so far containing a tert-butyl group, in the order listed:
nr	Molecule	Polio RdRp inh	Polio RdRp inh FP z-score
28	CC(C)(C)NC(=O)c1ccc(C(=O)O)s1	101	0
60	CC(C)(C)C(=O)CN1CCN(c2ccccc2O)CC1	100	-0.6
70	CC(C)(C)c1ccc(N=Cc2ccsc2)cc1	104	0.8

(more compounds)
nr	Molecule	Polio RdRp inh	Polio RdRp inh FP z-score
91	CCNC(=S)N1CCC(C(=O)c2ccc(Cl)cc2)CC1	105	0.8
92	CC(=O)c1ccc(NC(=O)Cn2c(=O)n(Cc3ccco3)c(=O)c3sc4ccccc4c32)cc1	106	-0.1
93	Cc1ccc(S(=O)(=O)NCC2CCC(C(=O)NCc3ccc(F)cc3)CC2)cc1 (stereo unspecified)	111	1
94	Brc1ccc2c(c1)C1CC(c3ccccc3)=NN1C(c1ccco1)O2 (stereo unspecified)	108	0.4
95	Cc1ccc(NC(=O)N(CCC(=O)O)Cc2ccccc2)cc1	99	-0.8
96	CCC(=O)Oc1ccc(/C=C/c2ccccc2)cc1OC	106	0.4
97	CN(C)c1cc(-c2ccccc2)oc(=O)c1Cl	102	0.1
98	Cn1c(=O)cc(OCCCC(=O)O)c2ccccc21	99	-1.7
99	O=C(O)CC1(O)c2ccccc2C(=O)N1Cc1ccccc1 (stereo unspecified)	90*	-1.4*
100	CC1CCCCN1C(=O)c1ccccc1NS(=O)(=O)c1ccc2ccccc2c1 (stereo unspecified)	104	0.3
101	CC#C[C@]1(O)CC[C@H]2[C@@H]3CCC4=CC(=O)CCC4=C3[C@@H](c3ccc(N(C)C)cc3)C[C@@]21C	103	0.8
102	Cc1ccc(-c2noc(-c3ccccc3NC(=O)c3ccccc3)n2)cc1	108	0.2
103	CCOC(=O)c1c(C)n(C)c2ccc(OCC)cc12	105	0
104	CNc1nc(Nc2ccc(OC(F)(F)F)cc2)nc(OCC(F)(F)F)n1	104	0.2
105	COc1ccc(-c2cc(C(=O)N3CCN(C)CC3)no2)cc1	101	0.1
106	CCOC(=O)C1CCC(CNCc2ccccc2C)CC1 (stereo unspecified)	104	1
107	Cc1ccc(Nc2nc3ccc(C)cc3nc2-n2nc(C)cc2C)c(C)c1	110	1.1
108	CC1CC(C)CN(c2nnc(NC(=O)c3csc4c3CCCC4)s2)C1 (stereo unspecified)	101	-0.1
109	O=C1CC(CSc2nnc(-c3ccc(Cl)cc3)n2-c2ccccc2)=NN1	105	0.8
110	CC(=O)N1CCN(C(=O)c2cc(C)nc3ccccc23)CC1	99	-0.2
111	CC(C)(C)OC(=O)N1CC=C2C(C#N)=C(N)C(C#N)(C#N)C(c3ccc4c(c3)OCO4)C2C1 (stereo unspecified)	104	0.8
112	COC(=O)c1ccc(NC(=O)CCS(=O)(=O)c2ccc(Br)s2)cc1	107	0.6
113	Cc1ccccc1N1CC(C(=O)Nc2ccc(S(N)(=O)=O)cc2)CC1=O (stereo unspecified)	103	0.4
114	COc1ccc(N(C(=O)c2ccccc2OC(C)=O)C(C)C2CC2)cc1 (stereo unspecified)	104	-0.3
115	Cc1ccccc1NC(=O)Nc1ccc(-n2ncnn2)cc1	101	0.4
116	CCOC(=O)C1CCCN(C(=O)Cn2ncc3c([nH]c4ccccc43)c2=O)C1 (stereo unspecified)	112	1.2
117	COc1ccc(/C=N/S(=O)(=O)c2ccccc2)cc1OC	103	0.1
118	CCOC(=O)c1ccc(SC)cc1OC	106	0.3
119	Nc1ccc(-c2cn3ccccc3n2)cc1	97	-0.6

Bioassay records as filed in PubChem.

The list is partial; the hit share may differ from the screen's.
